SMN2 splice enh: qHTS Assay for Enhancers of SMN2 Splice Variant Expression. HEK293 SMN2-luciferase splicing reporter, luminescence, 30-36 h. Potency, µM (titrated, usually from 46.1 µM), inactives show at the top dose activity change, positive = activation, actives largely listed as activators. 210,000 compounds, 2.8% hits; note: % of control where 0% means no effect; nearly all actives have a fitted effect of over 55% in size
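HEK293 cells carry an SMN2 minigene-luciferase reporter in which exon 7 inclusion puts luciferase in frame. Cells were seeded at 2000 cells/well, attached for 10-12 hours, then exposed to compounds for 30-36 hours at 37C before ONE-Glo luminescence.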
RECQ1 helicase: qHTS Assay for Inhibitors of RecQ-Like Dna Helicase 1 (RECQ1); ATP-dependent DNA helicase Q1 (Homo sapiens), P46063; RECQ1 DNA unwinding, red fluorescence kinetic read; Potency, µM (series often up to 57.3 µM), for inactives: at the top dose activity, negative = inhibition, usual class: inhibitors; 240,000 compounds, 0.54% hits; AID 2549, 2010;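 note: plate controls were vehicle for no effect and no enzyme for full effect; nearly all actives have a fitted effect of over 30% in size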
Target sequence (P46063 whole entry, looked up): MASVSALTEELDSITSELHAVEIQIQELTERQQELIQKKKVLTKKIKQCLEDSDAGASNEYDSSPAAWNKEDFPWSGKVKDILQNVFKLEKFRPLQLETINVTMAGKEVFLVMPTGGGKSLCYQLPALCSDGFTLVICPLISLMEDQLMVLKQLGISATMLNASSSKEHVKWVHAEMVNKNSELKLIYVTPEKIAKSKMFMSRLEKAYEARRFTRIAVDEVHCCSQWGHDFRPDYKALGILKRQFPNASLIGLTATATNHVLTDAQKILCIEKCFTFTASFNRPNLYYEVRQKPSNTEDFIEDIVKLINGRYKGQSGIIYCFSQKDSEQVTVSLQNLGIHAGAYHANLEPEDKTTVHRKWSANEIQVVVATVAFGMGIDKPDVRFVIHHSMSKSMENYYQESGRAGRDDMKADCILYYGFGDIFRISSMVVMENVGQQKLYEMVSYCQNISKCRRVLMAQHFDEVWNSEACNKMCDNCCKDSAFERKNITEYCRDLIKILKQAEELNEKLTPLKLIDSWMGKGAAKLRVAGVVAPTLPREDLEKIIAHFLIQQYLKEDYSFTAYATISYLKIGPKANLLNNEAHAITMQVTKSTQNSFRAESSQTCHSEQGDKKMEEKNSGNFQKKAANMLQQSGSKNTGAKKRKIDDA
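RECQ1T1 50 nM; forked duplex (20 bp + 30-nt ss tails) 200 nM, ATP 2 mM final; pH 8.0, 2 mM MgCl2, 2.5 ug/ml poly(dI-dC); 15 min compound preincubation; discontinuous kinetic read over 2 h at RT.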
ALDH1A1 block: qHTS Assay for Inhibitors of Aldehyde Dehydrogenase 1 (ALDH1A1); Aldehyde dehydrogenase 1A1 (Homo sapiens), P00352; Purified ALDH1A1, NADH fluorescence, propionaldehyde substrate; Potency, µM (series often up to 75.3 µM), without a hit: at the highest dose activity, negative = inhibition, usual class: inhibitors; 220,000 compounds, 7.3% hits; active = well fitted inhibition curve with a large enough effect, not every such curve was filed as active; inconclusive = small, poorly fitted or top-dose-only effect, or another doubt; inactive = no such curve, though single readings can be large or run the other way;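 note: plate controls were no enzyme wells and a reference inhibitor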
RGS12 GoLoco inh: qHTS Assay for Inhibitors of RGS12 GoLoco Motif Activity (Red Fluorophore); Potency, µM (top dose mostly 61.6 µM), for the others: at the highest dose activity, negative = inhibition, hits mostly inhibitors; 230,000 compounds, 0.44% hits; Gai1:RGS12 GoLoco peptide FP, rhodamine, 10 min; active = well fitted inhibition curve with a large enough effect, not every such curve was filed as active; inactive = no such curve, though single readings can be large or run the other way; note: % is set by controls: 0 for no effect and ±100 for the full control effect; nearly all actives have a fitted effect of over 30% in size; many of its hits are not listed in these tables
Lamin A splicing: qHTS Assay for Modulators of Lamin A Splicing. HeLa LMNA splicing GFP/RFP minigene ratio, 48 h. Potency, µM (titrated, usually from 46.1 µM), without a hit: at the top dose ratio change, negative = inhibition, hits mostly inhibitors. 200,000 compounds, 0.01% hits. AID 1487, 2009; active = well fitted inhibition curve with a large enough effect in the signal ratio, with a control signal flat, not every such curve was filed as active; inconclusive = small, poorly fitted or top-dose-only effect, or effect the other way, or a change in a side signal; the % refers to the signal ratio; note: % is set by controls: 0 for no effect and ±100 for the full control effect
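S3 HeLa cells stably expressing lamin A-EGFP splicing minigene plus DsRed2, 600 cells/well, 48 h compound exposure at 37C. Laser-scanning cytometry; analysed as GFP (500-530 nm)/RFP (575-640 nm) total intensity ratio; 0.5% DMSO vehicle.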
TexasRed fluor: Total Fluorescence Counterscreen for Inhibitors of the Interaction of Thyroid Hormone Receptor and Steroid Receptor Coregulator 2. TRb/SRC2 Texas Red total fluorescence interference. Potency, µM (series often up to 106 µM), for the others: at the top dose fluorescence change, negative = quenching. 280,000 compounds, 0.29% hits. AID 1479, 2009; active = well fitted curve in either direction with a large enough effect; inconclusive = small, poorly fitted or top-dose-only effect; note: % is set by controls: 0 for no effect and ±100 for the full control effect
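Flags fluorescent or light-absorbing compounds by total fluorescence, S + 2P, at 555 nm excitation and 632 nm emission. Mixture: 20 nM Texas Red SRC2 peptide, 0.6 uM human TRb LBD, 1 uM T3, 5% DMSO; compound exposure 5 h at ambient temperature.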
TRb-SRC2 inh: qHTS for Inhibitors of the Interaction of Thyroid Hormone Receptor and Steroid Receptor Coregulator 2; Thyroid hormone receptor beta (Homo sapiens), P10828; TRbeta-SRC2 peptide binding, fluorescence polarization; receptor liganded with 1 µM T3; Potency, µM (series often up to 106 µM), for the others: at the highest dose activity change, negative = inhibition, hits mostly inhibitors; 280,000 compounds, 0.065% hits;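 note: plate controls were bound peptide for no effect and peptide without receptor for full effect; nearly all actives have a fitted effect of over 50% in size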
Target sequence (P10828 whole entry, looked up): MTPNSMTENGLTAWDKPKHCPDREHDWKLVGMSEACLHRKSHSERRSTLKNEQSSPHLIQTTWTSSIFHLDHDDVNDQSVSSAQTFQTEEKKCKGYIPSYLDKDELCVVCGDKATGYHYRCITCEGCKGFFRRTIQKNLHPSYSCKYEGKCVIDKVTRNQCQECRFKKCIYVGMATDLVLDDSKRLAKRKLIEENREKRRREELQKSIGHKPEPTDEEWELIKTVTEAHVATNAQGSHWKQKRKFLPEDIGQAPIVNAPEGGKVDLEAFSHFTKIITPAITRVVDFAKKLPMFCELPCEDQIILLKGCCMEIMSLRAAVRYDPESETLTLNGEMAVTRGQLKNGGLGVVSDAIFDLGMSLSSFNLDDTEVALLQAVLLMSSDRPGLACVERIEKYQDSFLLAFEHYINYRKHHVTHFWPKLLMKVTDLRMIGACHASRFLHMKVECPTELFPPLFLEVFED
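Compounds were added to 0.6 uM TRb ligand-binding domain and 20 nM Texas Red-labeled SRC2 peptide in Tris buffer containing 1 uM T3, incubated 5 hr at ambient temperature, then read by fluorescence polarization.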
KDM4E inh: qHTS Assay for Inhibitors of Human Jumonji Domain Containing 2E (JMJD2E); JMJD2E catalytic domain, FDH-coupled NADH fluorescence (FDH is formaldehyde dehydrogenase); Potency, µM (doses to about 57.1 µM), for inactives: at the top dose activity change, negative = inhibition, hits mostly inhibitors; 230,000 compounds, 1.6% hits; AID 2147, 2009; active = well fitted inhibition curve with a large enough effect, not every such curve was filed as active; inconclusive = small, poorly fitted or top-dose-only effect, or another doubt; inactive = no such curve, though single readings can be large or run the other way;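 note: 0% = wells with enzyme and -100% = buffer wells without enzyme; nearly all actives have a fitted effect of over 50% in size; many of its hits are not listed in these tables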
An asterisk follows results filed as active; i = inactive; ? = inconclusive; · = not tested or not shown; [ ] = dose if it differs, or a comment. Unless noted, calls come from the whole dose curve; as a rule, active = well fitted curve in the direction sought with a large enough effect; inconclusive = small, poorly fitted or top-dose-only effect, or another doubt; inactive = no such curve, though single readings can be large; an effect the other way counts as inactive or inconclusive. Potency is the fitted concentration of half-maximal effect. The list is partial; count on the stated rates, not on these rows.

SMILES	SMN2 splice enh	RECQ1 helicase	ALDH1A1 block	RGS12 GoLoco inh	Lamin A splicing	TexasRed fluor	TRb-SRC2 inh	KDM4E inh
COc1cccc(/C=C(/C(=O)OCC(=O)NC2CCCCCCC2)c2ccccc2)c1	-12%	?	-9%	-1%	?	0%	-8%	9%
Cc1ccccc1NC(=O)CCC(=O)N/N=C/c1c[nH]c2ccccc12	-30%[inhibitor]	3%	?	5%	·	-2%	1%	-20%
CCCCCCC(=O)Nc1ccc(C(=O)N2CCCC2)cc1	-2%	i	?	-9%	9%	3%	-16%	1%
CC(Oc1ccc(Cl)cc1Cl)C(=O)NN=C1CCN(C)CC1 (stereo not drawn)	-1%	3%	2.5µM*	-5%	-4%	0%	-2%	-8%
Cc1ccc(C(=O)N/C(=C/c2ccco2)C(=O)NC2CCS(=O)(=O)C2)cc1 (stereo not drawn)	14%	-6%	5%	-6%	?	0%	-1%	2%
C=CCOc1ccc(-c2nc3c(c(=O)[nH]c(=O)n3CCCC)n2C)cc1OC	11%	i	?	7%	-5%[46 µM]	-3%	-4%	?
O=C(c1ccc(C(=O)N2CCCCCC2)cc1)N1CCCCCC1	2%	i	18µM*	-12%	-8%	1%	-18%	1%
O=C(O)C1C2C=CC3(CN(c4cccc(C(F)(F)F)c4)C(=O)C13)O2 (stereo not drawn)	5%	i	4%	14%	-6%	4%	-4%	3%
C=CCN1C(=O)/C(=C/c2ccccc2)S/C1=N/c1nccs1	-17%	6%	?	3%	?	-3%	2%	0%
COC(=O)[C@@H](c1ccccc1Cl)N1CCc2sccc2C1	-9%	11%	-1%	4%	·	-1%	1%	·
O=c1oc2ccc(Cl)cc2cc1-c1ccccc1	7%	4%	-1%	-5%	-12%	0%	-2%	?
CCC1Oc2ccc(C)cc2N(CC(=O)NCC2COc3ccccc3O2)C1=O (stereo not drawn)	-14%	-5%	-12%	-3%	-9%	0%	10%	-15%
N#Cc1nc(N2CCOCC2)nc(N2CCOCC2)n1	-19%	-14%	-8%	-8%	0%	1%	8%	3%
COc1ccc2oc(=O)cc(C)c2c1	-2%	i	?	8%	12%	0%	-15%	?
COc1c(O)cc2c(-c3ccccc3)cc(=O)oc2c1OC	2%	1%	?	-4%	-6%	-2%	2%	3%
CC(C)NC(=O)c1ccc(OC2CSC2)cc1	-4%	0%	16%	18%	-10%	-3%	3%	6%
Cc1nc2ccc(C(=O)O)cc2[nH]1	4%	-7%	7%	9%	-13%	3%	0%	1%
O=C(Nc1nnc(-c2ccccc2)o1)C1CCCCC1	16%	-3%	0%	7%	-5%	-3%	-18%	9%
NNC(=O)CCc1c[nH]c2ccccc12	-2%	-4%	?	-12%	0%	1%	6%	-6%
CCN1C(=O)CC(N2CCN(c3ccc(C(=O)c4ccncc4)cc3)CC2)C1=O (stereo not drawn)	-15%	i	-10%	9%	-21%	-1%	1%	2%

One compound at a time (already shown). Screens in order: SMN2 splice enh	RECQ1 helicase	ALDH1A1 block	RGS12 GoLoco inh	Lamin A splicing	TexasRed fluor	TRb-SRC2 inh	KDM4E inh
`CCN1C(=O)CC(N2CCN(c3ccc(C(=O)c4ccncc4)cc3)CC2)C1=O` (stereo not drawn) across the screens: -15%	i	-10%	9%	-21%	-1%	1%	2%
`NNC(=O)CCc1c[nH]c2ccccc12` across the screens: -2%	-4%	?	-12%	0%	1%	6%	-6%
`O=c1oc2ccc(Cl)cc2cc1-c1ccccc1` across the screens: 7%	4%	-1%	-5%	-12%	0%	-2%	?

Other entries.
SMILES	SMN2 splice enh	RECQ1 helicase	ALDH1A1 block	RGS12 GoLoco inh	Lamin A splicing	TexasRed fluor	TRb-SRC2 inh	KDM4E inh
CCOC(=O)C/C(C)=N/NC(=O)Nc1ccccc1	-4%	-4%	3%	6%	13%	-1%	3%	3%
CCCOc1ccc(C(=O)N2CCCc3ccccc32)cc1	8%	i	6.3µM*	-1%	-7%	0%	-5%	5%
Cc1ccc(-c2nn(CCC(=O)Nc3cccnc3)c(=O)c3ccccc23)cc1	·	-4%	·	-59%	·	-2%	6%	11%
CCN(CC)c1nc(-c2nn[nH]n2)nc(N(CC)CC)n1	2%	-11%	5%	1%	12%	-4%	0%	-2%
CCOC(=O)Nc1ccc2c(c1)nc(CN1CCN(C(C)=O)CC1)n2C	23%	5%	9%	1%	2%	1%	1%	-4%
O=C(c1nc2ccccn2c1CNCCOc1cccnc1)N1CCOCC1	·	i	3%	7%	·	3%	1%	10%
CCOc1ccccc1-n1c(SCC(=O)N2CCCc3ccccc32)nnc1-c1cccnc1	-10%	6%	13µM*	-1%	-7%	1%	-7%	-1%
CC(=O)c1ccc(NC(=O)C(NC(=O)c2ccccc2)=C(C)C)cc1	-2%	i	-10%	6%	·	2%	-7%	9%
CCSc1ncnc2sc(C)c(C)c12	0%	-1%	?	0%	5%	2%	2%	2%
CC(C)C12CN3CCN(CC(C3)/C1=N\NC(=O)Nc1ccccc1)C2	0%	-15%	10%	10%	-5%	-4%	-1%	-9%
CCNS(=O)(=O)c1ccc(CCC(=O)Nc2ccccc2C(=O)OC)cc1	-24%	-3%	?	-4%	12%	-1%	-6%	-8%
O=C(COC(=O)/C=C/c1ccccc1[N+](=O)[O-])NC1CCS(=O)(=O)C1 (stereo not drawn)	2%	i	4%	3%	2%[46 µM]	-1%	6%	9%
COc1cccc(NC(=O)C(C)SCc2ccccc2)c1 (stereo not drawn)	2%	-16%	1%	18%	?	0%	0%	5%
COc1ccc(OC)c(/C=N/NC(=O)C(=O)N2CCCC2)c1	·	4%	-2%	-3%	-9%[46 µM]	0%	7%	-4%
CC(=O)Nc1ccccc1N(C)S(=O)(=O)c1ccc(C)cc1	-26%	-12%	-11%	-16%	?	1%	-4%	0%
Cc1ccc(Cl)cc1NC(=O)CCN1C(=O)C2C3CCC(C3)C2C1=O (stereo not drawn)	8%	i	?	12%	15%[46 µM]	-2%	6%	5%
O=C(CNc1ccc(Br)cc1)NNC1=NCCC1	-13%	-8%	17%	6%	?	1%	-3%	1%
Cc1ccc(SCCCn2cnc3ccccc3c2=O)cc1	12%	-8%	-10%	1%	8%	-6%	-1%	7%
O=c1cnc2cnc(Oc3ccccc3)nc2n1C[C@H]1CCCO1	-15%	-4%	?	14%	·	·	·	·
COc1cccc(C(=O)C2CCCN(Cc3cccn3-c3cccnc3)C2)c1 (stereo not drawn)	·	-10%	-3%	1%	·	-2%	0%	-7%
Cc1nc(C(F)(F)F)ccc1C(=O)Nc1ccc(C(F)(F)F)cn1	·	7%	14%	-10%	·	-5%	-6%	3%
Cc1cccc(C)c1N1C(=O)[C@@H]2C(c3ccccc3Cl)=NO[C@@H]2C1=O	·	-2%	·	-4%	·	-4%	-1%	-5%
Cc1cccc(/N=C/c2c(O)n(Cc3ccc4c(c3)OCO4)c(=O)c3ccccc23)n1	-16%	-2%	17%	8%	4%[46 µM]	-3%	-1%	-28%
O=C(O)c1cc(-c2ccccc2)c(N2CCOCC2)s1	0%	-13%	3%	5%	4%	0%	-2%	9%
CC(C)CN1CCN(Cc2ccc3ncccc3c2)CC1CCO (stereo not drawn)	·	6%	4%	6%	-2%[46 µM]	-1%	8%	14%
O=C(Nc1ccnc(-c2ccncc2)n1)C1CC1	-1%	20%	11%	4%	?	-2%	-2%	7%
CCCn1c2c(c(O)c(C(=O)Nc3ccccc3)c1=O)CCCC2	-1%	-4%	0%	-15%	0%	-2%	0%	9%
O=C(N/N=C/c1ccncc1)/C(=C/c1ccccc1)NC(=O)c1ccccc1	-7%	i	1%	6%	?	-6%	-3%	8%
O=S(=O)(c1ccccc1S(=O)(=O)N1CCCCC1)N1CCCCC1	-6%	i	1%	0%	-1%	-5%	-7%	-4%
COCCNC(=O)c1onc(CSc2cccc(OC)c2)c1C(=O)O	7%	-17%	15%	13%	2%	4%	-2%	4%
Cc1cc(Cl)ccc1NC(=O)NC1CCN(S(=O)(=O)c2ccc(F)cc2)CC1	-17%	i	3%	-3%	?	2%	-9%	-1%
COc1ccc(-c2coc3cc4oc(=O)cc(C)c4cc23)cc1F	-26%	i	-13%	136%[activator]	-1%	-7%	4%	?
O=C(COC(=O)CC(c1ccccc1)c1ccccc1)NCc1ccccc1	4%	-1%	?	13%	14%	0%	0%	-2%
O=C(NC1(C(F)(F)F)NC(=O)N(c2ccc(F)cc2)C1=O)c1cccs1 (stereo not drawn)	-13%	-2%	4%	-6%	3%	-1%	7%	11%
CCN(C(=O)CSc1nc2ccccc2c(=O)n1C(C)COC)C1CCS(=O)(=O)C1 (stereo not drawn)	8%	i	10%	4%	·	-4%	-7%	-8%
FC(F)(F)c1cccc(-c2ccc(-c3csnn3)o2)c1	-15%	i	-10%	-10%	13%	-2%	-10%	-2%
COc1cccc(C2C3=C(CCCC3=O)NC3=C2C(=O)c2ccccc23)c1 (stereo not drawn)	-16%	7%	8%	9%	·	-1%	-3%	2%
O=c1[nH]c(CSc2ccccn2)nc2c1cnn2-c1ccccc1	-4%	-2%	?	-6%	?	3%	2%	-2%
O=C(CSc1ncnc2c1oc1ccccc12)Nc1nc2ccccc2s1	-32%[inhibitor]	i	0%	17%	-3%	0%	-2%	7%
CCCc1nnc(NC(=O)CCC(=O)N2CCN(C3c4ccccc4-c4ccccc43)CC2)s1	2%	-7%	-6%	-4%	-2%	-39%	0%	-7%

Bioassay records deposited in PubChem BioAssay by National Center for Advancing Translational Sciences (NCATS).
